# Assay outcomes as filed in PubChem BioAssay.
# CatB mix inh = cathepsin B inhibitors from pooled compounds, primary screen, biochemical, compound mixtures, AMC fluorescence; P07858; Purified cathepsin B, AMC dipeptide fluorescence; inhibition, %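 (ten-compound pools at 5 µM per compound and 50 µM total)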; 0.06% of 62,000 active; AID 488, 2006; in the data active means inhibition above about 22%, passing the limit was not always enough;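 further: 0% = enzyme without compound and 100% = no enzyme blank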
# ROCK2 blocker = inhibitors of human ROCK2 kinase, primary screen, biochemical, high-throughput, luminescence; inhibition, % at 6 µM; 0.35% of 60,000 active; purified ROCK2, Kinase-Glo ATP depletion luminescence; AID 604, 2007;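 active means inhibition above the screen-wide mean inhibition plus 3 SD, cut at about 18% in these data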;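 further: plate controls were DMSO wells for no effect and Y-27632 control wells after no-enzyme background subtraction for full effect; many of its hits are not listed in these tables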
# PKA kinase inh = inhibitors of human PKA kinase activity, primary screen, biochemical, ATP-depletion luminescence, Kemptide substrate; cAMP-dependent protein kinase catalytic subunit alpha (Homo sapiens), P17612; inhibition, % at 6 µM; PKA Kemptide phosphorylation, Kinase-Glo ATP luminescence; 0.1% of 65,000 active;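 active means inhibition above the screen-wide mean inhibition plus 3 SD, cut at about 21% in these data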; further: many of its hits are not listed in these tables
# JNK3 inh = JNK3 kinase activity inhibitors, primary screen, biochemical, human, purified enzyme. Mitogen-activated protein kinase 10 (Homo sapiens), P53779. HTS. inhibition, % at 8 µM. 0.61% of 60,000 active. AID 746, 2007; in the data active means inhibition above about 17%;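 further: 0% = DMSO and 100% = reference inhibitor; many of its hits are not listed in these tables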
# Target sequence (P53779 whole entry, looked up): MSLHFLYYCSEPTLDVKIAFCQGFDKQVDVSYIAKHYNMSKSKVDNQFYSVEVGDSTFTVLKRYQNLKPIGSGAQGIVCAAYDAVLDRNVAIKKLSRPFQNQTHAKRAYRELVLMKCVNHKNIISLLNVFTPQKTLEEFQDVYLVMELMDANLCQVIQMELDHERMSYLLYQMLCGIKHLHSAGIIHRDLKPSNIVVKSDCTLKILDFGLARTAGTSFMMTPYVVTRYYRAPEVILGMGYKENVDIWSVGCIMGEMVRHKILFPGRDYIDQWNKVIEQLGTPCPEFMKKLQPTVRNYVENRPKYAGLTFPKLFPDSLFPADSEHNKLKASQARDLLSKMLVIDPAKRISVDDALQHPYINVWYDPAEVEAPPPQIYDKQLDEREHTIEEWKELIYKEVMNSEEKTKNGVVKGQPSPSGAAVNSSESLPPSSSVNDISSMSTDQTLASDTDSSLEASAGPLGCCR
# Ec RNAP inh = E. coli RNAP inhibitors, biochemical | inhibition, %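 (tested at 10 µM)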 | 0.2% of 62,000 active | E. coli RNA polymerase, fluorescence transcription assay | DNA-directed RNA polymerase subunit beta (Escherichia coli (strain K12)), P0A8V2; in the data active means inhibition above about 20%;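 further: 0% = enzyme without compound and 100% = no enzyme blank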
# AP complement = alternative complement pathway inhibitors, primary screen, biochemical, ELISA, human serum, orthogonally pooled compounds | AID 1235, 2008 | inhibition, % at 5 µM | 0.08% of 62,000 active | LPS-coated ELISA, C3 deposition; tested in compound mixtures;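 active means inhibition above 30% in each of the two pooled mixtures holding the compound, so the lower value exceeds 30%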;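 further: 0% = serum in Mg-EGTA without compound and 100% = EDTA serum blank; some compounds past the cut are filed as inactive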
#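 Medium: diluted human serum in Mg2+-EGTA GVB++. Assay system: human serum complement alternative pathway, C3 deposition onto LPS. Also added: Plate-bound LPS. Technique: Anti-C3 ELISA, OD 450 nm. Measure: percent inhibition. Incubation: 1 h at 37 °C. Dosing: 5 µM each compound, pools of ten, 50 µM per pool.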
# RORa activator = activators of orphan receptor RORA, primary screen, cell-based, luminescence; Nuclear receptor ROR-alpha (Homo sapiens), P35398; activation, % at 10 µM; CHO-K1 Gal4-RORA LBD luciferase reporter; percent increase over mock-subtracted basal signal; 1.5% of 65,000 active;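 active means activation above the mean of all tested compounds plus 3 SD, cut at about 49% in these data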;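 further: 0% = DMSO-treated RORA cells and 100% = added signal equal to DMSO minus mock-transfected cells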
# CatB block = human cathepsin B inhibitors, primary screen, biochemical, fluorogenic substrate; purified cathepsin B, fluorescence; P07858; AID 453, 2006; 0.1% of 63,000 active; inhibition, %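 (tested at 10 µM)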; in the data active means inhibition above about 21%;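 further: 0% = enzyme with no compound and 100% = no enzyme blank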
# CatS block = inhibitors of human cathepsin S, biochemical, compound mixtures; recombinant cathepsin S, AMC dipeptide fluorescence, pooled mixtures; inhibition, %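 (tested at 5 µM per compound within 10-compound mixtures)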; 0.06% of 62,000 active; AID 501, 2006; in the data active means inhibition above about 32%, passing the limit was not always enough;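 further: 0% = enzyme without compound and 100% = blank without enzyme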
# Target sequence (P25774 115-331 limits assumed): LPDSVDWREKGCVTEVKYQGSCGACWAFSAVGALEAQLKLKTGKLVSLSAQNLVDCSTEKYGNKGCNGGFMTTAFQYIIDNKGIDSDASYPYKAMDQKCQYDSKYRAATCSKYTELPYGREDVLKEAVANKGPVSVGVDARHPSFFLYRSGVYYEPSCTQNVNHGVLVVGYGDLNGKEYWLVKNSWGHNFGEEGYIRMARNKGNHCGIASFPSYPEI
# * marks the source's active call; other numbers are inactive results; nt = not tested or not shown.
# Every second line gives: CatB mix inh, ROCK2 blocker, PKA kinase inh, JNK3 inh, Ec RNAP inh, AP complement, RORa activator, CatB block, CatS block
CCOC(=O)c1ccc(N2C(=O)CC(SCC(N)C(=O)OCC)C2=O)cc1 (stereo not given)
→ -2, nt, 8, nt, 0, 12, -1, 3, -9
CCOC(=O)COc1ccc(-c2nnc(-c3ccccc3)o2)cc1
→ 2, -3, 0, -13, -2, 0, -26, 3, -5
CCCCCCn1c(SCCCC)nc2c1c(=O)[nH]c(=O)n2C
→ 4, -4, -2, -6, 8, -7, -23, 4, 11
Cc1ccc(-c2cn3c(=S)[nH]nc3s2)cc1
→ 1, 1, -2, -3, 5, 13, 19, 5, 17
Cc1cc(C)c(NC(=O)NC(=O)c2cccc(F)c2)c(C)n1
→ 1, 0, 8, -9, 3, 11, 9, 3, -2
Cc1cccc(C)c1OCC(=O)NCc1nnc(SCC(=O)NC2CCCCC2C)n1C (stereo not given)
→ -4, 5, 11, -5, 4, -4, -18, 0, -6
CCOC(=O)c1cccc(NC(=O)C(NS(=O)(=O)c2ccc3c(c2)CCN3C(C)=O)C(C)C)c1 (stereo not given)
→ 1, -1, 4, 1, 1, 17, -21, 5, -4
COc1ccc2[nH]c3ccccc3c2c1
→ 5, 2, 0, -3, 1, 8, 0, 3, 0
Cc1ccc(-c2cc(C(=O)N3CCN(C(=O)c4ccco4)CC3)no2)cc1
→ 5, 4, 6, -3, 3, 11, -2, 3, 6
CC1CCN(C(=O)Cn2c(=O)n(CCc3ccccc3)c(=O)c3ccccc32)CC1
→ -4, -2, -3, -2, -4, 24, -13, -5, -7
COc1ccc(N(C)C(=O)CCS(=O)(=O)c2cccc3nonc23)cc1
→ 3, nt, 8, nt, 5, 8, 7, 3, -3
COc1ccc(-c2nnc(SCc3cccc(C#N)c3)o2)cc1
→ 0, 10, 8, -2, 1, 19, -2, 1, -9
N=c1n(CCN2CCOCC2)c2ccccc2n1CC(=O)c1ccc(Cl)c(Cl)c1
→ 7, 3, 3, -5, 7, -1, 4, -1, 6
CCN(Cc1ccccc1)C(=O)Cn1cc2c(n1)CCCC2
→ 1, 2, 3, 5, 1, 6, 10, -1, -2
O=c1c(/C=N/O)c(Nc2ccccc2)nc2ccccn12
→ 0, 0, -1, 5, 4, 11, -1, 0, 4
Cn1c(=O)[nH]c(=O)c2c1nc(Br)n2CC(O)COCc1ccccc1 (stereo not given)
→ -6, 2, -4, -3, -7, 24, -12, -2, -9
C/C(=N\O)C(=O)C(CN1CCCCC1)CN1CCCCC1
→ 5, -1, -1, -2, 1, 7, -8, 5, 6
CCc1ccc2c(c1)C(NC(C)=O)C(=O)N2CC (stereo not given)
→ 5, -4, -2, -7, 8, 20, -15, 2, 2
CCn1c(=O)cc(OCC(=O)Nc2ccccc2N2CCN(C)CC2)c2ccccc21
→ 1, 7, 2, 0, -1, 30, 8, 1, -4
CCCc1cc(=O)n2[nH]c(Cc3ccccc3)nc2n1
→ -12, 9, 7, -3, 8, 3, 0, -2, -11
CC(CC(=O)NC1CCSC1=O)c1ccccc1 (stereo not given)
→ 5, -6, -4, -2, 2, 18, -12, 4, -11
CCOc1cc2[nH]c(=O)n(CCCCC(=O)NC3CCCCCC3)c(=O)c2cc1OCC
→ 0, 4, 13, 0, 3, -1, -5, 6, 6
O=C(Nc1cccnc1)c1ccc(Br)s1
→ -2, 9, 6, 1, 8, 5, 12, 3, 6
O=C(O)C1C2C=CC(O2)C1C(=O)Nc1ccc2c(c1)OCCO2 (stereo not given)
→ 2, 5, 7, -7, 9, 12, -33, 1, 0
COc1ccccc1C(=O)C(O)c1ccccc1OC (stereo not given)
→ 1, nt, 8, nt, 2, -4, 20, 6, 3
CCCCOc1ccc(-c2nnc(N)s2)cc1
→ -4, 2, 3, 4, 7, -7, 34, 5, 13
N#CC1=C(N)Oc2nc(-c3ccccc3)[nH]c2C1c1cccnc1 (stereo not given)
→ 3, 8, 11, 2, 5, 13, 4, 0, 8
CCOC(=O)CNS(=O)(=O)c1cc(-c2n[nH]c(=O)c3ccccc23)ccc1C
→ nt, 4, 4, -3, 10, nt, -14, 23*, nt
CCCS(=O)(=O)c1c(S(=O)(=O)CCC)c2ccccn2c1C(=O)OC
→ 6, nt, nt, nt, 2, 18, nt, -2, -23
COC(=O)C1CCN(C(=O)c2ccccc2Oc2ccccc2)CC1
→ -6, 2, 0, -2, 0, 7, -10, -2, 0

# Looked up one by one from the entries so far, 3 records:
# Every second line gives: CatB mix inh, ROCK2 blocker, PKA kinase inh, JNK3 inh, Ec RNAP inh, AP complement, RORa activator, CatB block, CatS block
CC1CCN(C(=O)Cn2c(=O)n(CCc3ccccc3)c(=O)c3ccccc32)CC1
→ -4, -2, -3, -2, -4, 24, -13, -5, -7
CCCCCCn1c(SCCCC)nc2c1c(=O)[nH]c(=O)n2C
→ 4, -4, -2, -6, 8, -7, -23, 4, 11
CCOC(=O)c1ccc(N2C(=O)CC(SCC(N)C(=O)OCC)C2=O)cc1 (stereo not given)
→ -2, nt, 8, nt, 0, 12, -1, 3, -9

# Copied from the listing for reference:
# Every second line gives: CatB mix inh, ROCK2 blocker, PKA kinase inh, JNK3 inh, Ec RNAP inh, AP complement, RORa activator, CatB block, CatS block
CCCS(=O)(=O)c1c(S(=O)(=O)CCC)c2ccccn2c1C(=O)OC
→ 6, nt, nt, nt, 2, 18, nt, -2, -23
COC(=O)C1CCN(C(=O)c2ccccc2Oc2ccccc2)CC1
→ -6, 2, 0, -2, 0, 7, -10, -2, 0

# The main list resumes with the 6 entries that preceded the break.
# Every second line gives: CatB mix inh, ROCK2 blocker, PKA kinase inh, JNK3 inh, Ec RNAP inh, AP complement, RORa activator, CatB block, CatS block
COc1ccccc1C(=O)C(O)c1ccccc1OC (stereo not given)
→ 1, nt, 8, nt, 2, -4, 20, 6, 3
CCCCOc1ccc(-c2nnc(N)s2)cc1
→ -4, 2, 3, 4, 7, -7, 34, 5, 13
N#CC1=C(N)Oc2nc(-c3ccccc3)[nH]c2C1c1cccnc1 (stereo not given)
→ 3, 8, 11, 2, 5, 13, 4, 0, 8
CCOC(=O)CNS(=O)(=O)c1cc(-c2n[nH]c(=O)c3ccccc23)ccc1C
→ nt, 4, 4, -3, 10, nt, -14, 23*, nt
CCCS(=O)(=O)c1c(S(=O)(=O)CCC)c2ccccn2c1C(=O)OC
→ 6, nt, nt, nt, 2, 18, nt, -2, -23
COC(=O)C1CCN(C(=O)c2ccccc2Oc2ccccc2)CC1
→ -6, 2, 0, -2, 0, 7, -10, -2, 0
Cc1nn(-c2ccccc2)c2c1C(O)n1c(nc3ccccc31)S2 (stereo not given)
→ -10, 1, 9, 19*, 4, 10, 17, 2, 2
O=C1CSC(c2cccs2)N1c1ccccc1 (stereo not given)
→ 4, 3, -3, 3, 1, 13, -12, -1, -7
COc1ccc(S(=O)(=O)Nc2ccc3c(c2)OCO3)cc1C(=O)O
→ -5, 4, 7, -7, 9, 3, 13, 4, -3
CCn1c(=N)n(CC(=O)C23CC4CC(CC(C4)C2)C3)c2ccccc21
→ 4, 6, 8, 0, 7, 4, -10, 4, -6
CCC(=O)Nc1c2c(nc3c1CCC3)CCCC2
→ 4, 4, -1, 2, 4, 12, -1, -2, -2
COc1ccc2[nH]c(=O)c(CN(Cc3ccccc3)Cc3nnnn3CC3CCCO3)cc2c1 (stereo not given)
→ 8, -2, -5, -2, 7, 5, 83*, 0, 24
CCN1CCN(Cc2ccc(OCc3ccccc3)cc2)CC1
→ 5, 7, 10, 2, 3, 7, 47, -3, 3
CCOC(=O)N1CCN(CC(O)c2ccc3cc[nH]c3c2)CC1 (stereo not given)
→ 2, 0, 0, 4, 5, -4, 7, 7, 18
CC(C)C1N=C2c3ccccc3N=C(SCc3cc(=O)n4ccccc4n3)N2C1=O (stereo not given)
→ 2, -3, 4, 6, -16, -12, -11, 0, 0
CCOc1ccc(C2CC(c3ccc(F)cc3)n3ncnc3N2)cc1 (stereo not given)
→ 2, -1, -7, -3, -2, 10, 28, 2, -3
CCN(CCNC(=O)C1CCCN(S(=O)(=O)CC)C1)c1ccccc1 (stereo not given)
→ -1, -5, 0, 3, -4, 3, -9, 4, 5
COc1cccc(-c2noc(-c3cccnc3)n2)c1
→ -5, -4, -8, -5, 0, 11, 86*, 0, -2
O=C(CC1SC2=NCCN2C1=O)Nc1ccc(Br)cc1 (stereo not given)
→ -8, 4, 7, -5, 0, 11, 3, 2, -6
COc1ccc(OC)c(C2C(C(=O)c3cccs3)=C(O)C(=O)N2c2cc(C)on2)c1 (stereo not given)
→ 1, 3, 6, -6, 1, 15, -16, 6, -3
CCOC(=O)c1cnn(CCOC(=O)C(C)(C)C)c1NC(=O)C(C)(C)C
→ -4, -4, -4, -6, -3, -1, -8, -1, 2
Cc1ccc2[nH]c3c(=O)n(CCCN4CCOCC4)cnc3c2c1
→ 2, -3, 3, -2, -4, 8, 0, 5, 20
Cc1ccc(CCNc2ccccc2)c[n+]1[O-]
→ 0, 5, 9, -3, 2, -13, -1, 1, -5
COc1ccc(C2C(C(=O)N3CCN(c4ccccc4F)CC3)c3ccccc3C(=O)N2C)cc1 (stereo not given)
→ 3, nt, 14, nt, 5, 5, -10, 5, 0
Cc1cccc(-c2nnc(SCc3nc4ccccc4[nH]3)n2Cc2ccco2)c1
→ 6, -3, 1, 2, 6, 10, 16, -4, 2
O=C(C1CCC1)N1CCc2cc(S(=O)(=O)N3CCCCC3)ccc21
→ 3, 4, 1, 3, -1, 20, -4, 0, -1
Cc1cccc(-n2c(O)c(C=Nc3ccccc3N)c(=O)[nH]c2=O)c1
→ 3, -22, -4, 2, 17, 2, 44, 6, 13
Cc1csc(Sc2nc3c(c(=O)[nH]c(=O)n3C)n2CCCc2ccccc2)n1
→ -4, 5, 11, -4, 7, -4, 16, 6, -14
CN=CC1=C(O)c2ccccc2C1=O
→ 2, 6, 9, 5, 5, 6, 20, 1, -2
Cc1ccc(CCNC(=O)C2CCC(=O)N2Cc2cccnc2)cc1 (stereo not given)
→ 3, -3, -4, -5, 2, 12, -7, 2, -7
O=C(Cn1nnc(-c2ccccc2F)n1)Nc1ccc(S(=O)(=O)NC2CCCC2)cc1
→ 0, 0, -2, 14, 4, 3, -1, 2, -5
O=c1c2c3c(sc2nc2n1CCCCC2)CCCC3
→ -2, 7, 8, 10, 2, -14, 106*, -2, 29
Cc1cc(NC(=O)CSc2nnc3c(C)cc4cc(C)c(C)cc4n23)no1
→ 6, 6, 2, -5, 5, 15, -8, -1, -3
CCOc1ccc(Br)cc1-c1noc(-c2cccs2)n1
→ -2, -2, -4, -5, 3, 12, -9, -3, 13
Cc1cc(S(=O)(=O)NC2CCCC2)ccc1F
→ 1, 8, 10, 6, 6, 12, -20, 2, 2
O=C(Nc1ccccc1Cl)c1cccs1
→ -1, 5, -1, -8, 3, 10, 20, -1, 12
CC1CCN(C(C(=O)Nc2ccc3c(c2)OCO3)c2ccccc2)CC1 (stereo not given)
→ 2, -6, 1, -3, 0, 11, 1, 0, 3
CCC(=O)Oc1ccc(C2N(C(=O)CC)CCN2S(=O)(=O)c2ccc(C)cc2)cc1OC (stereo not given)
→ -1, 6, 11, -6, 6, 8, -8, 5, 0

# Only part of the results is shown (hit frequency here may not be typical).
